# FBPA Giardia inh = blocks Giardia fructose-bisphosphate aldolase activity. A8B2U2. purified Giardia FBPA. Potency, µM (titrated, usually from 59.6 µM), without a hit: at the top dose activity, negative = inhibition, hits mostly inhibitors. hit rate 0.71% among 290,000. AID 2451; active = well fitted inhibition curve with a large enough effect; inconclusive = small, poorly fitted or top-dose-only effect, or effect the other way; also: nearly all actives have a fitted effect of over 55% in size
# Target sequence (A8B2U2 whole entry, looked up): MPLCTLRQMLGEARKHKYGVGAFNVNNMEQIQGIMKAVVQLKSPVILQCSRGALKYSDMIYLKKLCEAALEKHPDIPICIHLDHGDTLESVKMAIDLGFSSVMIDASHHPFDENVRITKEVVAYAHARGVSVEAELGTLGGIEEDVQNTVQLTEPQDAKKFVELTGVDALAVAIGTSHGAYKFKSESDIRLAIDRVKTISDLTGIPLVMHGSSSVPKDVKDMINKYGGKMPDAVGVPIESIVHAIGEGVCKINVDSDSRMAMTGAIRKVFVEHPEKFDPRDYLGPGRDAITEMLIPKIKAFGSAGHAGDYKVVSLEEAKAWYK
#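 Giardia FBPA (40 nM reagent) was preincubated 10 min at RT with compound (up to 57.5 uM final), then substrate plus GAPDH/TPI/NAD/arsenate coupling system with diaphorase/resazurin was added; resorufin fluorescence (525/598 nm) was read after 20 min.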
# * = called active by the depositor; ? = inconclusive; & = joins results of further samples; [ ] = remark or other dose. % is scaled to controls: 0 for no effect and ±100 for the full control effect; potency is read from the fitted curve at half-maximal effect.
SMILES,FBPA Giardia inh
Clc1cncc(N2CCNCC2)n1,-4%
O=C(Nc1cccc(F)c1)N1CC2(CCN(C(=O)c3cc(C(F)(F)F)cc(C(F)(F)F)c3)CC2)C1,0%
COC(=O)[C@@]1(Cc2ccc(OC)cc2)[C@H]2c3cc(C(=O)N(C)C)n(Cc4ccccn4)c3C[C@H]2CN1C(=O)c1ccccc1,-1%
COc1ccc(COC(=O)N/N=C2/C[C@@H](O)[C@@H](O)[C@@H]3[C@@H]4C(=O)N(C[C@@H]5CCCO5)C(=O)[C@H]4CC[C@@H]23)cc1,3%[12.9 µM]
Fc1ccc([C@H]2CCNC[C@H]2COc2ccc3c(c2)OCO3)cc1,9%
CC(C)=CCc1c(O)cc2occ(-c3ccc4c(c3)OCO4)c(=O)c2c1O,-7%
COCC(=O)N1CCC2(CC1)CN(C(=O)Nc1ccc(OC)cc1)C2,3%
CNC(=O)[C@H](C)/C=C/C(NC(=O)OCc1ccccc1)c1ccc(C(=O)OC)cc1 (stereo partly specified),-3%
CC(C)=CCn1cnc2c1c(=O)n(C)c(=O)n2C,3%
CCCCCCCCCCCCC/C=C/[C@@H](O)[C@H](CO)N(C)C,0%
COC(=O)[C@@]1(Cc2ccc(OC)cc2)[C@H]2c3cc(C(=O)N4CCCC4)n(CCN4CCOCC4)c3C[C@H]2CN1C(=O)c1ccccc1,1%
COc1ccc(Oc2ncc3nc(CCc4ccccc4)c(=O)n(C[C@H]4CCCO4)c3n2)cc1,6%
N#Cc1cccc(CS(=O)(=O)c2nnnn2C2CCCCC2)c1,-7%
COCC(=O)N1CCC[C@@]2(CCN(C(=O)Nc3cccc(F)c3)C2)C1,1%
C=CCSCC(N)C(=O)O (stereo unspecified),-13%
O=Nc1ccc2oc(=O)ccc2c1,-5%
CCNc1ncc2nc(-c3ccccc3)c(=O)n(CCc3ccccc3)c2n1,2%
Cc1noc(C)c1C(=O)N1CCC2(CC1)CN(c1ccccc1)C2,-17%
COc1cc2c(cc1OC)[C@@H]1C(=O)c3ccc4c(c3O[C@@H]1CO2)C=CC(C)(C)O4,-5%
C=CCOC(=O)[C@H](O)[C@@H](O)C(=O)OCC=C,-1%
Cc1ccccc1Nc1oc(-c2ccccc2)nc1-c1cccc2ccccc12,-1%
N#Cc1ccc(CN2CCC3(CC2)CCN(C(=O)c2cc(C(F)(F)F)cc(C(F)(F)F)c2)CC3)cc1,-1%
COc1ccc(-c2ccc3c(n2)CCCN3C[C@H](O)CN2CCCc3nc(C)c(C)cc32)cc1,-18%[12.9 µM]
C=C1C2CCC3[C@@](CC[C@@H]4C(C(=O)O)CC(OC5OC(CO)C(OS(=O)(=O)O)C(OS(=O)(=O)O)C5OC(=O)CC(C)C)C[C@]34C)(C2)C1O (stereo partly specified),-1%
CCOC(=O)N/N=C1/C[C@@H](O)[C@@H](O)[C@@H]2[C@@H]3C(=O)N([C@@H](C)c4ccccc4)C(=O)[C@H]3CC[C@H]12,0%[12.9 µM]
COc1ncc2nc(-c3ccc(Cl)cc3)c(=O)n(CCC#N)c2n1,6%
Fc1cccc(/C=N\N=C/c2cccc(F)c2)c1,5%
CCCCC/C=C\C/C=C\C/C=C\C=C\C(O)CCCC(=O)O (stereo unspecified),5%
C=C(C(=O)O)[C@@H]1CC[C@@]2(C)CCC[C@](C)(O)[C@@H]2C1,5%
COC(=O)[C@H](CCSC)NC(=O)C/C=C\[C@@H](C)[C@@H](CO)OC,-1%[12.9 µM]
CCSC(N)=Nc1ccc(C(F)(F)F)cc1,-1%
OCC1OC(C#Cc2ccccc2)C=CC1OCc1ccccc1 (stereo unspecified),-2%[12.9 µM]
CC(C)(C)c1cc(/C=C(\C#N)C(N)=S)cc(C(C)(C)C)c1O,-3%
O=C(O)CF,-2%
CCCCC[C@H](O)/C=C/[C@H]1[C@H](O)CC(=O)[C@@H]1CCCCCCC(=O)O,1%
C/C(CCN1CCCc2nc(C)c(C)cc21)=N\O[C@@H](C)CN1CCCc2nc(C)c(C)cc21,1%[12.9 µM]
COc1ccc(C(=O)O)cc1OC,0%
CC(=O)Oc1ccc(/C=C/c2cc(OC(C)=O)cc(OC(C)=O)c2)cc1,-1%
CC1=CC(=O)CC(C)(C)C1(O)/C=C/C(C)=C\C(=O)O (stereo unspecified),5%&-8%
CCC1=C2CC[C@H]3C(=O)N(CC(=O)OC)C(=O)[C@H]3[C@H]2[C@@]2(C)C(=NCCc3c[nH]c4ccccc34)OC(=O)N2C1=O,-2%
COc1ccc(C2CC(=O)c3c(O)cc(OC4OC(COC5OC(C)C(O)C(O)C5O)C(O)C(O)C4O)cc3O2)cc1O (stereo unspecified),1%
CC1(C)C(C(Cl)Cl)C2(Cl)C(Cl)C(Cl)C1(Cl)C2(Cl)Cl (stereo unspecified),2%
O=c1oc2ccccc2cc1O,-2%
CCCC[C@@H]1C[C@H]1C(NC(=O)c1ccccc1)c1ccccc1 (stereo partly specified),1%
Cc1cc(C)c(-c2cc([C@H](C)O/N=C\[C@@H](C)[C@H](OCc3ccccc3)C(C)C)on2)c(C)c1,1%[12.9 µM]

# Retrieved by compound from the entries so far, 3 records:
SMILES,FBPA Giardia inh
CC(=O)Oc1ccc(/C=C/c2cc(OC(C)=O)cc(OC(C)=O)c2)cc1,-1%
CCC1=C2CC[C@H]3C(=O)N(CC(=O)OC)C(=O)[C@H]3[C@H]2[C@@]2(C)C(=NCCc3c[nH]c4ccccc34)OC(=O)N2C1=O,-2%
Cc1cc(C)c(-c2cc([C@H](C)O/N=C\[C@@H](C)[C@H](OCc3ccccc3)C(C)C)on2)c(C)c1,1%[12.9 µM]

# Other entries
SMILES,FBPA Giardia inh
COCCn1c(=O)c(C)nc2cnc(Oc3ccc(OC)cc3)nc21,-26%
COC(=O)NC/C=C\c1nc(CC/C=C\C(=O)O[C@H]2C[C@H]3CC(=O)O[C@@H](/C=C\CC(C)C)C[C@@H]4CC[C@H](C)[C@H](C[C@@H](OC)C[C@H](C2)O3)O4)co1,-1%[12.9 µM]
CO/N=C(/C(=O)NC1C(=O)N2C(C(=O)O)=C(COC(N)=O)CSC12)c1ccco1 (stereo unspecified),-26%
C=CC1CN2CCC1CC2C(O)c1ccnc2ccccc12 (stereo unspecified),1%&-8%
COc1cccc(Cn2c(=O)c(-c3cccc(C#N)c3)nc3cnc(OC)nc32)c1,-24%
COc1ccccc1CNc1cc(-c2c(C)noc2C)ncn1,3%
CC(C)(C)C(=O)NC(c1ccc(Cl)cc1)[C@]1(C)C[C@H]1C1CCCCC1 (stereo partly specified),5%
Cc1cc(CNC(=O)[C@H](C)[C@H]2C[C@]2(C)[C@H](NC(=O)OCc2ccccc2)c2ccccc2)nn1C,7%
COCCCCCCCCCCCC(=O)O,4%
CCCCC[C@H](O)/C=C/[C@@H]1[C@H]2C/C(=C/CCCC(=O)O)C[C@H]2C[C@H]1O,1%
NC(=S)c1ccc[n+]([C@@H]2O[C@@H](COP(=O)([O-])OP(=O)(O)OC[C@H]3O[C@@H](n4cnc5c(N)ncnc54)[C@H](OP(=O)(O)O)[C@H]3O)C(O)C2O)c1 (stereo partly specified),1%
CN(Cc1ccco1)c1ncnc2ccc(-c3cccc(C#N)c3)cc12,?
N#CCCn1c(=O)c(-c2cccs2)nc2cnc(Oc3cccc(Cl)c3)nc21,4%
COc1ccc2[nH]cc(CCNc3ncnc4ccc(-c5ccoc5)cc34)c2c1,-2%
O=C(Oc1ccccc1)N1CCC2(CC1)CCN(c1ccccn1)CC2,-17%
Cc1noc(C)c1C(=O)N1CCC2(CCCN(CC(C)C)C2)CC1,0%
COc1cccc(-c2cncnc2NCc2cccnc2)c1,-9%
Cc1cc(O)cc(O)c1C(=O)OC1(C)C(=O)C=C2C=C(/C=C/C(=O)O)OC=C2C1=O (stereo unspecified),-13%
COc1ccc2[nH]c(C(=O)c3ccccc3)cc2c1,1%
CC(=O)NCCNc1ncnc2ccc(-c3ccccc3C(F)(F)F)cc12,-3%
CCN1C(=O)[C@H]2[C@H]3[C@H](O)[C@H](O)C/C(=N/O[C@@H](C)c4cn([C@H]5COC[C@H]5O)nn4)[C@@H]3CC[C@@H]2C1=O,-4%[12.9 µM]
CC[C@]1(O)C[C@@H]2CN(CCc3c([nH]c4ccccc34)[C@](C(=O)OC)(c3cc4c(cc3OC)N(C)[C@H]3[C@](O)(C(=O)OC)[C@@H](C(=O)OC)[C@@]5(CC)C=CCN6CC[C@@]43[C@@H]65)C2)C1,0%
COC(=O)C1OC(=O)C2O[C@@]23[C@]2(C)C(OC(C)=O)CC4C(C)(C)C(=O)CC[C@]4(C)C2CC[C@@]13C (stereo partly specified),6%
COc1ccccc1CNc1ncnc2ccc(-c3ccc(C(=O)N(C)C)cc3)cc12,3%
COc1ccc(CNC(=O)[C@H]2C[C@@H]2[C@H](NP(=O)(c2ccccc2)c2ccccc2)c2ccccc2)cc1OC,4%
COC(=O)CC1C(C)(C)C(OC(C)=O)[C@@]2(O)C=C3C4CC(=O)OC(c5ccoc5)[C@]4(C)CCC3[C@@]1(C)C2=O (stereo partly specified),6%
O=c1cc(-c2ccc(O)cc2O)oc2ccccc12,-1%
Cc1cc2c(c(=O)o1)[C@@H](O)[C@H]1O[C@@H]1C2=O,-5%[12.9 µM]
C=C(N(C)C)[C@]1(C)C[C@H]1[C@H](NC(=O)CNC(=O)OCc1ccccc1)c1ccccc1,9%
COc1ccc(NC(=O)N2CCc3nc(COc4ccccc4)c4c(c3C2)CO[C@@H](C)C4)cc1,0%[12.9 µM]

# Reformatted with bars between the fields: part of the list above.
compound | FBPA Giardia inh
COc1ccc(CNC(=O)[C@H]2C[C@@H]2[C@H](NP(=O)(c2ccccc2)c2ccccc2)c2ccccc2)cc1OC | 4%
COC(=O)CC1C(C)(C)C(OC(C)=O)[C@@]2(O)C=C3C4CC(=O)OC(c5ccoc5)[C@]4(C)CCC3[C@@]1(C)C2=O (stereo partly specified) | 6%
O=c1cc(-c2ccc(O)cc2O)oc2ccccc12 | -1%
Cc1cc2c(c(=O)o1)[C@@H](O)[C@H]1O[C@@H]1C2=O | -5%[12.9 µM]
C=C(N(C)C)[C@]1(C)C[C@H]1[C@H](NC(=O)CNC(=O)OCc1ccccc1)c1ccccc1 | 9%

# Additional records:
SMILES,FBPA Giardia inh
C=CC(C1=CC(=O)C(OC)=CC1=O)c1ccc(O)cc1 (stereo unspecified),?
CC(C)CO/N=C1/C[C@@H](O)[C@@H](O)[C@@H]2[C@@H]3C(=O)N(C[C@@H]4CCCO4)C(=O)[C@H]3CC[C@H]12,-2%[12.9 µM]
COc1ccccc1CN1CCC2(CCNCC2)CC1,1%
COc1ccc(CNc2ncncc2-c2ccc(N(C)C)cc2)c(OC)c1,-19%
CCN1C(C)=C(C(=O)OC)C(c2ccccc2)N2C(=O)[C@@]3(C(=O)OC)O[C@@]12C1C(=O)N(C)C(=O)C13 (stereo partly specified),2%[12.9 µM]
CCCCC/C=C\C/C=C\C/C=C\C/C=C\CCCC(=O)O[C@H](COCCCCCCCCCCCCCCCC)COP(=O)([O-])OCC[N+](C)(C)C,-15%
COCCn1c(=O)c(CCc2ccccc2)nc2cnc(N3CCOCC3)nc21,0%
Cc1cc(C)cc(-c2cc3c(c(-c4c(O)c(-c5cc(C)cc(C)c5)cc5c4CCCC5)c2O)CCCC3)c1,-5%
COc1cc2c(cc1OC)OC(C)(C)C=C2,-24%
O=c1c(-c2ccc(F)cc2)nc2cnc(Oc3ccccc3)nc2n1Cc1cccs1,9%
COc1ccc(CCCO[C@@H](Cn2ccnc2)c2ccc(OC)cc2)cc1,-2%
C/C(CCC(=O)OC[C@@H]1O[C@H](C#Cc2ccccc2)C=C[C@@H]1Oc1ccc(C)cc1)=N/O[C@@H](C)CN1CCCCc2nc(C)c(C)cc21,0%[12.9 µM]
Nc1ccc(C(=O)O)c(O)c1 (tested in a mixture with another compound),-15%
CCCn1c(-c2ccc(F)cc2)nc2c(NCCCCN(C)C)nc(C)nc21,0%
COCC(=O)N1CCC2(CC1)CCN(c1ccncc1)CC2,6%

# Some values from the entries so far:
# Value for CCCCC/C=C\C/C=C\C/C=C\C/C=C\CCCC(=O)O[C@H](COCCCCCCCCCCCCCCCC)COP(=O)([O-])OCC[N+](C)(C)C in FBPA Giardia inh: -15%
# Value for COCCn1c(=O)c(CCc2ccccc2)nc2cnc(N3CCOCC3)nc21 in FBPA Giardia inh: 0%
# Value for O=c1c(-c2ccc(F)cc2)nc2cnc(Oc3ccccc3)nc2n1Cc1cccs1 in FBPA Giardia inh: 9%

# Next part:
SMILES,FBPA Giardia inh
Cc1noc(C)c1-c1nc(NCCN2CCOCC2)c2ccccc2n1,-5%
Cc1nnc2ccc(-c3cccc(C(F)(F)F)c3)nn12,7%
CC1CC[C@]2(CO)CC[C@]3(C)C(=CCC4[C@@]5(C)CCC(O)C(C)(C)C5CC[C@@]43C)C2C1C (stereo partly specified),-25%
COc1ccc(C(=O)OC2CC3CC[C@H](C2)N3C(C)=O)cc1OC (stereo partly specified),2%
CC#CCN1c2ccccc2[C@]23C[C@@H](C(=O)OC)N(S(=O)(=O)c4ccc(C#N)cc4)C2=NC(C(=O)OC)=C(C(=O)OC)[C@H]13,4%[12.9 µM]
CC(=O)C1(C)CC2(CC(C)(C)OC2=O)C(=O)O1 (stereo unspecified),1%
C[C@@]12CCC3c4ccc(OC5C=CC(c6ccccc6)OC5CO)cc4CCC3C1CCC2=O (stereo partly specified),-4%[12.9 µM]
COCC(=O)N1CCC2(CC1)CN(c1ccncc1)C2,0%
COc1ccc(-n2c(=O)cnc3cnc(N(C)C)nc32)cc1,1%
CCCCC[C@H](O)/C=C/[C@H]1C(=O)C[C@H](O)[C@@H]1C/C=C\CCCC(=O)O,3%
O=C1CCC[C@H]2[C@H]3CCCN4CCCC(=CN12)[C@@H]34,-5%

# An excerpt, so the mix of outcomes need not match the whole.
